STK33 inh: human STK33 kinase inhibition | actives 0.073% (n = 320,000) | Q9BYT3 | purified STK33, MBP phosphorylation, ADP-Glo luminescence | inhibition, % at 10 µM;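 active = inhibition at or above 25%, using the most active replicate where run in duplicate; inactive = inhibition below 25%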
Target sequence (Q9BYT3 whole entry, looked up): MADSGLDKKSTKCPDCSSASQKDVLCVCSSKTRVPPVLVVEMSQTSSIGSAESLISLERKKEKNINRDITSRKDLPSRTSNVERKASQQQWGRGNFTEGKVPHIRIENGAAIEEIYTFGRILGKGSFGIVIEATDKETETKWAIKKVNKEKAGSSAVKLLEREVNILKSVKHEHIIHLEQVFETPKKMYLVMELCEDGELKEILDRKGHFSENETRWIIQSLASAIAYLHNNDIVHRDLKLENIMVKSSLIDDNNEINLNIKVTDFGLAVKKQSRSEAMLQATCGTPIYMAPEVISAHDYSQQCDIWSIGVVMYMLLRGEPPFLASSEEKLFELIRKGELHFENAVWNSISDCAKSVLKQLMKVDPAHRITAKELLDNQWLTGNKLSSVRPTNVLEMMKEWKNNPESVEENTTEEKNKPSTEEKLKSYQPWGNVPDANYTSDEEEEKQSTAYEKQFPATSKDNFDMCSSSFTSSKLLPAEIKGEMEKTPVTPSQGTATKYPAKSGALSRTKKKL
Kir21 inh: Kir2.1 (mouse) channel inhibition; HEK293-Kir2.1, FluxOR thallium flux fluorescence; active compounds read low; AID 1672; actives 0.85% (n = 310,000); P35561; B-score at 10 µM;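 active = fluorescence ratio B-score at or below minus 3 SD of library scores, with starting-brightness B-score within 2 SD, cut at about -4.2 in these data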;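 note: channel flux triggered by added potassium and thallium sulfate stimulus; B-score of peak minus minimum fluorescence over baseline after thallium stimulus; more negative B-score means stronger Kir2.1 block with less thallium influx; some compounds called inactive have numbers as strong as hits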
Target sequence (P35561 whole entry, looked up): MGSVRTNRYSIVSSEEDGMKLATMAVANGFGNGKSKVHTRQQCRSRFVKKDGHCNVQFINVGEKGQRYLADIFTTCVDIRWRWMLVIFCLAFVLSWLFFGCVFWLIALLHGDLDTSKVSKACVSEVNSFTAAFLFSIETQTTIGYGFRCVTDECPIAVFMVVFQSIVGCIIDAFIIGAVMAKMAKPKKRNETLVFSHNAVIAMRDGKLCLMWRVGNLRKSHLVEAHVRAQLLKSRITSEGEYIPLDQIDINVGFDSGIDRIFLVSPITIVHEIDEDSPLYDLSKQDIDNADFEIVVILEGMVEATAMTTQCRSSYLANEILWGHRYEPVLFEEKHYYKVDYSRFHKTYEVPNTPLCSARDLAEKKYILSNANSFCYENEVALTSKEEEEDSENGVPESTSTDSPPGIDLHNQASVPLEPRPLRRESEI
Active calls of the source: *; / = not tested or not shown.

No. | SMILES | STK33 inh | Kir21 inh
1 | Cn1ncc(C#N)c1NC(=O)C1CC(c2c(F)cccc2Cl)=NO1 (stereo not given) | -3.5 | -1.7
2 | Cc1ccc(OCC(=O)NNC(=O)C2CCN(c3ncccn3)CC2)cc1 | -1.5 | 1.7
3 | Cc1ccc(C)c(C(=O)NCc2ccncc2)c1 | -0.3 | -0.63
4 | N#Cc1ccccc1Cn1c(=O)n(C2CCCC2)c(=O)c2ccccc21 | -1.2 | 1.1
5 | Cc1cc(NC(=O)c2noc3c2CCCC3)n(-c2ccccc2)n1 | 0.0 | 2
6 | COc1ccccc1N(C)S(=O)(=O)c1ccc(C(=O)N(C)Cc2ccc(Cl)s2)cc1 | 0.8 | /
7 | CC(C)CNC(=O)c1cccc(NC(=O)c2ccc3c(c2)C(=O)N(C)C3=O)c1 | -1.0 | -0.13
8 | COc1ccccc1NC(=S)N(Cc1ccccc1)Cc1cccs1 | 0.8 | 0.25
9 | Oc1ccc(Br)cc1/C=N/Nc1ccccn1 | 1.0 | -0.6
10 | CCCN(CCC)S(=O)(=O)c1ccc(C(=O)N2CCOCC2)cc1 | 1.3 | 2.3
11 | CCCCCCCCCCOC(=O)Cn1c(COc2ccc(Cl)cc2)[n+](C)c2ccccc21 | 32* | -8.9
12 | NS(=O)(=O)c1ccc(CCNC(=O)CCCCCNc2nc(=S)[nH]c3ccccc23)cc1 | 9.5 | 0.57
13 | O=C(Nc1ncn[nH]1)C(F)(F)C(F)F | -0.6 | 1.1
14 | COc1ccc(NC2CCCN(C(=O)C3=NN(C)C(=O)CC3)C2)cc1OC (stereo not given) | -0.1 | -1
15 | O=C(COc1cccnc1[N+](=O)[O-])NCCc1ccc(F)cc1 | -1.7 | -1.5
16 | COc1cccc(OCCNC(=O)c2cc([N+](=O)[O-])cc([N+](=O)[O-])c2)c1 | 0.1 | 0.85
17 | O=C(NNS(=O)(=O)c1ccc(F)cc1)c1ccc([N+](=O)[O-])cc1Cl | -0.5 | 1.3
18 | CC(C)(Cc1cc(CC(C)(C)C(=O)O)cc(C(C)(C)C)c1)C(=O)O | -1.4 | 0.58
19 | CCOC(=O)c1oc2ccccc2c1COC(=O)CNC(=O)c1ccc(C)cc1 | -0.4 | 2.2
20 | C=CCCCCCCCC(=O)OC | -0.5 | 0.28
21 | CCC(C(=O)NCc1ccc(F)cc1)N(CCc1ccccc1)C(=O)c1snc(C(N)=O)c1N (stereo not given) | -0.4 | -0.63
22 | C/C=C/C(=O)Nc1cccc(C2=NOC3(C2)C[C@@H](C(N)=O)N(C(=O)/C(C)=C/C)C3)c1 (stereo not given in full) | -2.1 | 0.02
23 | COc1ccc(C2NC(=O)c3sc(=S)n(-c4ccccc4)c3N2)cc1 (stereo not given) | 1.8 | 1.4
24 | CC(=O)N(C)c1cccc(-c2ccc3nnc(C)n3n2)c1 | 0.0 | 0.38
25 | CN(CC(=O)Nc1ccccc1C(=O)N1CCCC1)S(=O)(=O)c1ccc(Br)cc1 | 1.3 | 0.2
26 | CN1CCN(CCCNC(=O)c2ccc(/C=C3\Oc4ccccc4N(Cc4ccccc4F)C3=O)cc2)CC1 | 1.7 | 0.04
27 | Cc1ccccc1NC(=O)COc1coc(CN2CCCc3ccccc32)cc1=O | -1.5 | 0.79
28 | CC(C)(C)N=Cc1c(O)ccc2oc3c(c12)CCCC3 | 0.2 | -4.3
29 | COc1cc(S(=O)(=O)N2CCOCC2)cc(C(=O)NCC(c2cccs2)N2CCOCC2)c1OC (stereo not given) | -2.4 | /
30 | Cc1ccc(NC(=O)CSCC(=O)O)cc1 | -1.0 | 3.1
31 | Cc1occc1C(=O)NCc1cccc(CNC(=O)c2ccoc2C)c1 | 3.5 | 0.07
32 | c1ccc2c(c1)COC(CN1CCCCC1)OC2 | -0.5 | 0.02
33 | CC1CCN(C(=O)COC(=O)c2ccc([N+](=O)[O-])o2)CC1 | -1.6 | /
34 | O=C(Nc1ccccc1Oc1ccccc1)c1cc([N+](=O)[O-])ccc1Cl | / | -1.9
35 | O=C(O)C=C1C2CC3CC(C2)CC1C3 | -0.6 | 0.27
36 | c1ccc(Sc2ncnc3c2oc2ccccc23)cc1 | -0.4 | -0.75
37 | C/C(CCC1CC(C)OC1=O)=N\NC(N)=O (stereo not given) | -1.3 | -1.8
38 | COc1ccccc1N1C(=S)NC2CS(=O)(=O)CC21 (stereo not given) | -1.5 | 1.4
39 | Cc1occc1-c1nnc(SCC(=O)Nc2nccs2)n1Cc1ccco1 | 0.1 | -0.42
40 | Cc1ccccc1N1OC2C(=O)N(c3ccc(F)cc3)C(=O)C2C1c1ccccn1 (stereo not given) | 0.0 | 1.3
41 | CN1C(=O)/C(=C/c2ccco2)SC1=Nc1cccc(C(=O)O)c1 | 0.3 | -0.89
42 | COc1cc(OC)cc(C(=O)NCC(=O)OCC(=O)C(C)(C)C)c1 | -3.7 | -1.3
43 | COc1cccc(CN2CCN(Cc3cc(OC)c(OC)cc3OC)CC2)c1 | -0.5 | -1.1
44 | Cc1nn(CCOc2ccccc2)c(=O)n1-c1cccc(F)c1 | -1.6 | -0.64
45 | COc1ccc(Cn2nnnc2C(c2ccncc2)N2CCOCC2)cc1 (stereo not given) | -1.6 | -1.6
46 | COc1ccc(-n2c(Cc3cccn3C)nnc2SCC(N)=O)cc1 | -1.2 | 0.33
47 | Cc1nn(-c2ccccc2)c(C)c1C(=O)OCC(=O)c1c(N)n(CC(C)C)c(=O)n(C)c1=O | -1.8 | 0.4
48 | Cc1ccc(C(C(=O)NC2CCCCC2)N(Cc2ccco2)C(=O)Cc2c[nH]c3ccccc23)o1 (stereo not given) | -0.4 | 1.3
49 | CCOc1ccc(CC(=O)NCCS(=O)(=O)N2CCN(c3ccccc3)CC2)cc1 | 0.5 | -0.4
50 | Cc1sc2ncn(CC(=O)NCc3ccco3)c(=O)c2c1-c1ccccc1 | 1.0 | -0.02
51 | COc1ccccc1NS(=O)(=O)c1ccc(N/N=C/C=C/c2ccccc2[N+](=O)[O-])c([N+](=O)[O-])c1 | -2.5 | 0.11
52 | Cc1ccc(Cn2c(SCC(=O)NCc3ccco3)nc3ccsc3c2=O)cc1 | -0.6 | -2.2
53 | Nc1cc(S(=O)(=O)Nc2cc(Cl)ccc2Cl)ccc1N1CCOCC1 | 0.3 | 0.46
54 | O=C(Nc1cccc2ncccc12)c1ccccc1F | 5.7 | 0.7
55 | CC(C)(C)c1ccc(C(=O)NCC(=O)N/N=C/c2cccs2)cc1 | -0.4 | -1.3
56 | O=C(CSc1nnc(-c2ccccc2)o1)Oc1ccc(Br)cc1 | -0.4 | -0.1
57 | O=C(CCC(=O)N(CC(=O)NC1CCCC1)Cc1ccc2c(c1)OCO2)Nc1nccs1 | -0.6 | 0.2
58 | COc1cc(NS(C)(=O)=O)c(OC)cc1NC(=O)c1ccccc1 | 0.2 | 1.3
59 | COc1ccc(CC(=O)Nc2ccc(C(C)=O)cc2)cc1 | -2.4 | -0.15
60 | CCOc1ccc(NC(=O)CSc2ccc3nnc(-c4cccnc4)n3n2)cc1 | 0.7 | 0.75

The last 2 entries of the part before are carried over, then new ones follow.
No. | SMILES | STK33 inh | Kir21 inh
59 | COc1ccc(CC(=O)Nc2ccc(C(C)=O)cc2)cc1 | -2.4 | -0.15
60 | CCOc1ccc(NC(=O)CSc2ccc3nnc(-c4cccnc4)n3n2)cc1 | 0.7 | 0.75
61 | Clc1ccc(OCCSCc2nc3ccccc3[nH]2)cc1 | -0.4 | -1.2
62 | O=C(NCc1ccccn1)c1cnc2sccn2c1=O | 2.0 | -1.1
63 | Cc1cc(Cl)c2oc(C(=O)N(C)C(C)c3ccccn3)c(C)c2c1 (stereo not given) | -0.9 | -0.28
64 | Cc1cc(OCC(=O)NCCCN(C)C)cc(C)c1Br | 0.4 | -2.8
65 | COc1ccc(C(=O)N(C)C2CCCCC2)cc1OC1CCN(C(C)C)CC1 | -0.6 | -0.15
66 | OC(COc1ccc(Br)cc1)Cn1ccnc1 (stereo not given) | -1.5 | 0.05
67 | NC(=O)CSC1=Nc2ccccc2C2=NC(c3ccccc3)C(=O)N12 (stereo not given) | -0.4 | 0.15
68 | Cc1ccc(CSc2ccc(C(=O)N3CCOCC3)cc2[N+](=O)[O-])cc1 | -3.3 | 1
69 | CCOC(=O)C1=C(c2ccccc2)N=c2s/c(=C\c3cc(OC)c(OC)c(OC)c3)c(=O)n2C1c1cccs1 (stereo not given) | -2.1 | 0.98
70 | Cc1cc2ccccn2c1C(=O)c1ccc(Cl)cc1 | -0.2 | 0.05
71 | Cc1c(C(=O)NC(C)c2ccc(-n3ccnc3)cc2)cccc1[N+](=O)[O-] (stereo not given) | -3.3 | 0.84
72 | Cc1cccc2c3nc4ccccc4nc3n(C)c12 | 1.1 | -0.67
73 | Cc1cc2nc(/C(C#N)=C\c3ccc(-c4ccccc4C(=O)O)o3)[nH]c2cc1C | -0.9 | -2.1
74 | CC1CCCN(C(=O)CN2C(=O)c3ccccc3S2(=O)=O)C1 (stereo not given) | 0.8 | /
75 | O=C(Nc1ccc(-c2csc(Nc3ccc(Cl)cc3)n2)cc1)c1cccc(C(F)(F)F)c1 | -0.3 | 1.3
76 | CCSc1nc2cc(S(=O)(=O)N3CCOCC3)ccc2o1 | -2.0 | /
77 | O=C1CC(c2ccc3ccccc3c2)NN1 (stereo not given) | -1.4 | /
78 | CCOc1cc(C(=O)N2CCC(CC3CC(c4ccccc4)=NO3)(C(=O)NCc3ccc(OC)cc3)CC2)cc(OCC)c1OCC (stereo not given) | 1.0 | 0.84
79 | O=C1CN(S(=O)(=O)c2cccc(Cl)c2Cl)c2ccccc2N1 | -0.6 | -5.7*
80 | Cc1ccc(SC(CC(=O)c2ccc(C(C)(C)C)cc2)C(=O)O)cc1 (stereo not given) | -0.3 | -1.5
81 | CCOC(=O)c1cccc(Nc2nc(C)cc(C)n2)c1 | -0.2 | /
82 | Cc1cccc(CC(=O)NCCN2CCCCC2)c1 | -1.4 | 1.4
83 | CCCC(=O)Nc1sc(C)c(-c2ccc(C(C)CC)cc2)c1C#N (stereo not given) | -0.9 | 0.66
84 | COc1ccc(-n2c(=O)c3c4c(sc3n3c(=S)[nH]nc23)CCCC4)cc1 | -0.9 | 2.4
85 | Cc1ccc(S(=O)(=O)Nc2ccccc2F)cc1C(=O)NNC(=O)c1ccccc1O | 0.1 | 2.3
86 | COc1cccc(-c2c(C#N)c(N)nc3c2c(C)nn3-c2ccccc2)c1O | -1.2 | -0.71
87 | COCCCNC(=O)C1CCCN(S(C)(=O)=O)C1 (stereo not given) | -2.7 | -0.55
88 | Nn1c(Cc2cccc3ccccc23)nnc1SC1CCOC1=O (stereo not given) | / | -2
89 | Cn1c(-c2cccc([N+](=O)[O-])c2)cnc1NCc1cccc([N+](=O)[O-])c1 | -1.7 | 0.26
90 | CCOC(=O)c1ccc(NC(=O)CSc2nnc(CNC(=O)c3ccco3)o2)cc1 | 2.6 | 0.83
91 | Cc1ccc(-n2nc3c(=O)n(CCCC(=O)N4CCC(C)CC4)nc(C)c3c2C)cc1 | -0.7 | -0.52
92 | O=C(Nc1ccccc1C(F)(F)F)c1cc(-c2ccc(O)cc2)on1 | -2.6 | -0.07
93 | Cc1nc(C)c(/C(O)=C\c2nc3ccc([N+](=O)[O-])cc3oc2=O)o1 | -1.0 | -0.58
94 | CCOc1ccccc1NC(=O)CSc1nccn1-c1ccccc1 | 0.6 | -7*
95 | Cc1ccc(CNC(=O)c2ccc3c(=O)c(O)c(-c4ccc(C)cc4)[nH]c3c2)cc1 | 0.9 | -0.1
96 | CCn1c(/N=C/c2ccccc2O)nc2ccccc21 | -2.7 | -0.53
97 | NC(=O)C1CCCN(C(=O)c2ccc(Cl)cc2)C1 (stereo not given) | -0.1 | 0.42
98 | Cc1ccccc1NC(=O)C1CCCN1/C=C/C(=O)C(F)(F)F (stereo not given) | -2.4 | -0.62
99 | Cc1noc(/C=C/c2ccco2)c1S(=O)(=O)N1CCC(C(=O)NC(C)c2ccccc2)CC1 (stereo not given) | -1.0 | -0.5
100 | O=C(Nc1ccc(Cl)cn1)c1ccc(Oc2ccccc2)cc1 | -0.3 | -0.88
101 | Cc1cc(N2CCCC2=O)cc(C)c1S(=O)(=O)NCCOc1ccc(C(C)(C)C)cc1 | 0.5 | -0.35
102 | O=C(CSc1ccc(-c2ccccn2)nn1)N1CCc2ccccc21 | -0.7 | -0.03
103 | Cc1ccc(C2(C(F)(F)F)N=C3Sc4cc(C)ccc4N3C(=O)N2)cc1 (stereo not given) | -0.1 | -0.29
104 | Cc1ccc(NC(=O)CSc2nnc(C)c(=O)[nH]2)cc1C | -2.1 | 0.01
105 | O=C(NN=C1CCCCCC1)NC1CCCCC1 | -1.9 | 2.6

A draw from above in order of molar mass, highest first:
No. | SMILES | STK33 inh | Kir21 inh
95 | Cc1ccc(CNC(=O)c2ccc3c(=O)c(O)c(-c4ccc(C)cc4)[nH]c3c2)cc1 | 0.9 | -0.1
98 | Cc1ccccc1NC(=O)C1CCCN1/C=C/C(=O)C(F)(F)F (stereo not given) | -2.4 | -0.62
100 | O=C(Nc1ccc(Cl)cn1)c1ccc(Oc2ccccc2)cc1 | -0.3 | -0.88
105 | O=C(NN=C1CCCCCC1)NC1CCCCC1 | -1.9 | 2.6

Following part
No. | SMILES | STK33 inh | Kir21 inh
106 | COc1ccccc1NC(=O)CCN1C(=O)/C(=C/c2cc(OC)c(OC)c(OC)c2)SC1=S | 0.3 | 0.27
107 | Cc1cc(OCCCCCNCCO)ccc1Cl | -0.9 | -0.18
108 | CC(C)(C)C(=O)O/N=C(\N)c1ccc([N+](=O)[O-])s1 | -1.4 | -0.31
109 | O=C(O)CCCC(=O)Nc1ccc(Oc2cccc(C(F)(F)F)c2)nc1 | -1.7 | 1.1
110 | Cc1cccc(N(CC(O)CN2CCCC2)S(=O)(=O)c2ccccc2)c1 (stereo not given) | -0.4 | -1.4
111 | COc1ccc(S(=O)(=O)N2CCCC2CNC(=O)C(=O)NC2CCCCCC2)cc1 (stereo not given) | -1.2 | 0.66
112 | CCN(CC)S(=O)(=O)c1ccc2c(c1)nc(CCC(=O)O)n2CC | 1.3 | -0.56
113 | CCCOc1ccc(Cc2nn[nH]n2)cc1 | -1.2 | 0.86

Screens: PubChem BioAssay, several laboratories
